Bioassay records as filed in PubChem.
KLK5 inh: blocks human kallikrein 5 protease activity; Q9Y337; recombinant hK5, fluorogenic AMC substrate cleavage; 0.59% of 210,000 active; inhibition, % at 5 µM;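 active means inhibition of 40% or more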;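 further: 0% = enzyme controls without compound and 100% = no-enzyme blanks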
m-calpain inh: inhibitors of pig calpain II. inhibition, % at 16 µM. purified calpain II, fluorogenic peptide substrate, 30 min. 0.37% of 220,000 active;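 active means inhibition above about 50%, limit read from the data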
Furin inhibitor: human furin inhibition; P09958; purified furin, fluorogenic substrate cleavage; inhibition, % at 30 µM; 0.061% of 220,000 active; AID 463115; in the data active means inhibition above about 25%; further: inactives centre near -15
Rad51 HR inh: Rad51 (human) homologous recombination inhibition. hRad51 DNA strand exchange, fluorescence dequenching. inhibition, % at 10 µM. 0.085% of 200,000 active. AID 1385;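 active means inhibition above 40% at the single screening dose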;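 further: 0% = DMSO control wells and 100% = blanks with heterologous ssDNA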
Target sequence (Q06609 whole entry, looked up): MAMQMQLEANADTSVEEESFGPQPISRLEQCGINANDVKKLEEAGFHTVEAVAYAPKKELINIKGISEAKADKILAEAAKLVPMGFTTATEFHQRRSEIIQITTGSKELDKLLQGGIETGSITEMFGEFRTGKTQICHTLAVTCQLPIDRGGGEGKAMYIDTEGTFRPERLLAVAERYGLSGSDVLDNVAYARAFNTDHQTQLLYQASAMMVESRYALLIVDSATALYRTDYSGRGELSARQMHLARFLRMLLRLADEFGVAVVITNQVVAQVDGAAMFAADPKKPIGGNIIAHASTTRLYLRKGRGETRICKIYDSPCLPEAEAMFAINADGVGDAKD
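System: hRad51 filaments on single-stranded DNA; reagent: Fluorescein- and BHQ1-tagged 47-mer duplex; compound dosing: one concentration, 10 µM final; timing: filaments 15 min 37 °C, then compound 30 min; measured by: fluorescein emission 520 nm, excitation 485 nm; benchmarks: per-plate controls and blanks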
Cl transport mod: modulators of human KCC2 chloride dependent transport. Q9H2X9. KCC2 cells, thallium flux FluoZin-2 fluorescence. B-score of Tl+ flux slope (higher = more flux/activation; lower = inhibition) at 10 µM. 2.2% of 190,000 active;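 active means thallium flux slope and its plate-corrected score both differing from the plate sample mean at a set confidence after two filtering rounds, in either direction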;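 further: slope of fluorescence scaled to starting intensity during 10 to 20 s after thallium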
FXIIa inh: factor XIIa (human) inhibition | AID 800 | inhibition, % at 5 µM | 0.3% of 220,000 active | purified FXIIa, Boc-QGR-AMC fluorogenic substrate, 2 h; in the data active means inhibition above about 40%;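 further: 0% = enzyme with no compound and 100% = blank without enzyme; many of its hits are not listed in these tables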
Target sequence (P00748 20-372 limits assumed): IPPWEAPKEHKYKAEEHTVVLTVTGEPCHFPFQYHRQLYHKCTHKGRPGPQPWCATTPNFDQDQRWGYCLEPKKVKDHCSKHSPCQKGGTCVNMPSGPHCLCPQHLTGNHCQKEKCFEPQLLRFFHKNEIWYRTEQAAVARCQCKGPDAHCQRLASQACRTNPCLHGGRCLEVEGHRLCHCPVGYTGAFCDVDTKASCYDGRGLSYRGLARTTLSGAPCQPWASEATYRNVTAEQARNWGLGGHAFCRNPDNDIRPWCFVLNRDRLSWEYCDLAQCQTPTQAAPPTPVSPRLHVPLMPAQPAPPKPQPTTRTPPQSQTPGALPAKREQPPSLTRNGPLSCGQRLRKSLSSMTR
Target sequence (P00748 373-615 limits assumed): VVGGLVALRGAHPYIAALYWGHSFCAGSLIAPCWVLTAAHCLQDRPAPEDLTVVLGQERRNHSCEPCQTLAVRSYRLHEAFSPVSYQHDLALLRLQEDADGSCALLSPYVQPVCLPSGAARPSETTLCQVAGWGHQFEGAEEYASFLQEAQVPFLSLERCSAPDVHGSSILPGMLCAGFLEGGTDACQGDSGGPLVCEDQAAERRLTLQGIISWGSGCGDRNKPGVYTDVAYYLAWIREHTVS
PERK inh: human PERK inhibition, primary cell-based screen; 0.17% of 220,000 active; inhibition, % at 5.6 µM; CHO PERK-DD fusion, SEAP luminescence translation reporter; Q9NZJ5;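 active means inhibition above the mean inhibition of all tested compounds plus 3 SD, set separately per screening campaign, cut at about 2.9% in these data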;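 further: PERK kinase domain activated by AP20187 dimerizer at 100 nM; 0% = DMSO with dimerizer and 100% = rapamycin at 8.4 µM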
Thrombin inh: blocks human thrombin protease activity; AID 1046; 0.26% of 220,000 active; alpha-thrombin, Boc-VPR-AMC fluorogenic substrate cleavage; inhibition, % at 5 µM; P00734;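 active means inhibition at or above 40%; inactive means inhibition below 40%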;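 further: 0% = enzyme with no compound and 100% = wells without enzyme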
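System: Human alpha-thrombin protein | Medium: pH 7.5 Tris (50 mM) with NaCl 150 mM, Tween 20 0.05% | Times: Enzyme reaction carried out at room temperature | Detection: AMC fluorescence, 355/460 nm | Evaluation: Percent inhibition scaled between no-compound controls and no-enzyme blanks | Benchmarks: Enzyme without compound as high, wells lacking enzyme as low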
FXIa inh 1536: blocks human coagulation factor XIa protease activity; inhibition, % at 5 µM; purified FXIa, Boc-Glu-Ala-Arg-AMC fluorogenic substrate; P03951; 0.14% of 220,000 active;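 active means inhibition of at least 40%; inactive means inhibition below 40%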;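 further: fluorescence of freed AMC excited at 355 nm; 0% = enzyme without compound and 100% = no enzyme blank; many of its hits are not listed in these tables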
The depositor's hits bear a star; [ ] = dose if it differs, or a comment.

For CSc1ccccc1NC(=O)c1ccncc1 the results were KLK5 inh -23.7, m-calpain inh -9.1, Furin inhibitor -6.0[20 µM], Rad51 HR inh -6.5, FXIIa inh 8.5, PERK inh -0.1, Thrombin inh -2.8 and FXIa inh 1536 -2.5.
Screening O=C(Nc1ccc2c(c1)nc1n2CCN(C2CCCCC2)C1)NC1CCCCC1 returned KLK5 inh 0.1, m-calpain inh -351.4, Furin inhibitor -17.0[20 µM], Rad51 HR inh -4.2, FXIIa inh 18.2, PERK inh 0.6, Thrombin inh -1.7 and FXIa inh 1536 6.6.
For COC(=O)c1sccc1-c1ccc(C(=O)Nc2cccc(Cl)c2)o1 the results were KLK5 inh 1.9, m-calpain inh -175.7, Furin inhibitor -22.2[20 µM], Rad51 HR inh -5.1, Cl transport mod 0.017, FXIIa inh -1.8, PERK inh -0.4, Thrombin inh -3.0 and FXIa inh 1536 -4.8.
Cc1cc(Nc2ccc(O)cc2)n2c(nc3ccccc32)c1C#N was read as KLK5 inh -1.4, m-calpain inh -13.1, Furin inhibitor -19.2, Cl transport mod 0.0982, FXIIa inh 3.8, PERK inh -0.6, Thrombin inh -4.4 and FXIa inh 1536 -3.9.
`O=C(NCc1ccccc1Cl)c1cc([N+](=O)[O-])ccc1Cl` gave KLK5 inh -3.5, m-calpain inh -14.0, Furin inhibitor -22.7, Cl transport mod -1.09, FXIIa inh 2.3, PERK inh 0.5, Thrombin inh -3.5 and FXIa inh 1536 -6.3.
For CCN(CCNC(=O)c1cccc(N2CCCC2=O)c1)c1ccccc1 the results were KLK5 inh 2.5, m-calpain inh -10.3, Furin inhibitor 7.0[20 µM], Rad51 HR inh -3.5, Cl transport mod -0.41, FXIIa inh 0.6, PERK inh -1.4, Thrombin inh -0.8 and FXIa inh 1536 -5.0.
Screening Clc1cccc(-c2nn3c(Cn4cnc5ccccc54)nnc3s2)c1 returned KLK5 inh -0.8, m-calpain inh -13.1, Furin inhibitor 33.8*[20 µM], Rad51 HR inh -3.8, Cl transport mod -1.31, FXIIa inh 9.2, PERK inh -0.3, Thrombin inh 1.2 and FXIa inh 1536 0.0.
Screening CC(C)Oc1snc(Cl)c1C(N)=O returned KLK5 inh -7.9, m-calpain inh 19.9, Furin inhibitor -15.4[20 µM], Cl transport mod 0.278, FXIIa inh 20.8, PERK inh -0.2, Thrombin inh -15.0 and FXIa inh 1536 -2.5.
`N#CC(C(=O)NCCc1ccccc1)c1nc2ccccc2nc1N1CCOCC1` (stereo unspecified) gave KLK5 inh 7.4, m-calpain inh -227.4, Furin inhibitor -13.1[20 µM], Rad51 HR inh 0.3, Cl transport mod 0.966, FXIIa inh 10.3, PERK inh 0.5, Thrombin inh 0.7 and FXIa inh 1536 3.2.
For COc1ccc(Nc2nc(N)nc(CSC(=S)N3CCN(c4ccccc4)CC3)n2)cc1 the results were KLK5 inh -11.8, m-calpain inh 10.7, Furin inhibitor -21.5, Rad51 HR inh -6.6, Cl transport mod 0.11, FXIIa inh 21.9, PERK inh 0.0, Thrombin inh 3.9 and FXIa inh 1536 22.7.
Screening C#CCNC(=O)C1=C[C@H](c2ccc(Br)cc2)[C@@H](CCCO)[C@H](OCC)O1 returned KLK5 inh 0.0, m-calpain inh 10.2, Furin inhibitor -21.5, Rad51 HR inh -1.3, Cl transport mod -0.181, FXIIa inh 4.5, PERK inh -0.5, Thrombin inh -1.1 and FXIa inh 1536 -0.8.
`Cc1ccc(CSc2nnc(SCC(=O)N/N=C/C=C/c3ccccc3[N+](=O)[O-])s2)cc1` gave KLK5 inh -1.5, m-calpain inh 15.6, Furin inhibitor -16.0, Rad51 HR inh -5.9, Cl transport mod -0.724, FXIIa inh 15.1, PERK inh 0.2, Thrombin inh 0.2 and FXIa inh 1536 5.4.
Screening O=C(OCc1cn(-c2ccc(Cl)c(Cl)c2)nn1)c1ccccc1 returned KLK5 inh 1.1, m-calpain inh -19.4, Furin inhibitor -12.2, Rad51 HR inh -5.3, Cl transport mod 0.117, FXIIa inh 10.3, PERK inh 1.5, Thrombin inh -5.9 and FXIa inh 1536 -0.3.
`Cc1cccc2sc(NC(=O)CCNS(=O)(=O)c3cccc4nonc34)nc12` gave KLK5 inh 6.2, m-calpain inh 25.1, Furin inhibitor -15.0, Rad51 HR inh -1.6, Cl transport mod -1.88, FXIIa inh 14.2, PERK inh -0.6, Thrombin inh 2.9 and FXIa inh 1536 12.3.
`NC(=O)Cn1c(=O)n(CCC(=O)NCCSCc2ccccc2)c(=O)c2ccccc21` gave KLK5 inh -0.7, m-calpain inh -36.4, Furin inhibitor -24.4, Rad51 HR inh -2.8, FXIIa inh 8.6, PERK inh 0.2, Thrombin inh -4.2 and FXIa inh 1536 -1.8.

The closing two entries of the section before are carried over, then new ones follow.
`Cc1cccc2sc(NC(=O)CCNS(=O)(=O)c3cccc4nonc34)nc12` gave KLK5 inh 6.2, m-calpain inh 25.1, Furin inhibitor -15.0, Rad51 HR inh -1.6, Cl transport mod -1.88, FXIIa inh 14.2, PERK inh -0.6, Thrombin inh 2.9 and FXIa inh 1536 12.3.
`NC(=O)Cn1c(=O)n(CCC(=O)NCCSCc2ccccc2)c(=O)c2ccccc21` gave KLK5 inh -0.7, m-calpain inh -36.4, Furin inhibitor -24.4, Rad51 HR inh -2.8, FXIIa inh 8.6, PERK inh 0.2, Thrombin inh -4.2 and FXIa inh 1536 -1.8.
For CC(CC(=O)NCc1cccnc1)c1ccccc1 (stereo unspecified) the results were KLK5 inh -2.0, m-calpain inh -2.8, Furin inhibitor -21.7[20 µM], Rad51 HR inh 12.2, Cl transport mod -0.24, FXIIa inh 13.4, PERK inh 1.9, Thrombin inh -1.2 and FXIa inh 1536 3.1.
`CC1=C(C(=O)N2CCOCC2)C(c2ccccc2F)NC(=O)N1` (stereo unspecified) gave KLK5 inh -2.7, m-calpain inh 2.0, Furin inhibitor -23.2, Cl transport mod -0.228, FXIIa inh 6.2, PERK inh 0.1, Thrombin inh -6.9 and FXIa inh 1536 -7.0.
`Cc1cccc(CC(=O)OCn2nnc3ccccc3c2=O)c1` gave KLK5 inh -20.8, m-calpain inh 6.4, Furin inhibitor -28.7, Rad51 HR inh -1.9, FXIIa inh 2.9, PERK inh -1.4, Thrombin inh 0.4 and FXIa inh 1536 2.3.
`Cc1ccc(CC(=O)N2CC(C)OC(C)C2)cc1` (stereo unspecified) gave KLK5 inh -4.8, m-calpain inh -4.3, Furin inhibitor -23.2[20 µM], Rad51 HR inh 1.1, Cl transport mod 0.577, FXIIa inh 17.2, PERK inh -0.2, Thrombin inh 0.0 and FXIa inh 1536 1.8.
For CN1c2ccccc2C(=O)/C(=C\Nc2ncccn2)S1(=O)=O the results were KLK5 inh -8.3, m-calpain inh -31.1, Furin inhibitor -10.1, Rad51 HR inh -9.3, Cl transport mod -0.369, FXIIa inh 7.5, PERK inh 1.4, Thrombin inh -6.0 and FXIa inh 1536 2.4.
For CCOc1ccc2nc(NCCNS(=O)(=O)c3ccccc3)c(C#N)cc2c1 the results were KLK5 inh -9.1, m-calpain inh -150.0, Furin inhibitor -28.3, Rad51 HR inh -1.3, Cl transport mod 0.519, FXIIa inh 12.8, PERK inh 0.2, Thrombin inh -4.8 and FXIa inh 1536 0.1.
For CN(C)S(=O)(=O)c1ccc(C(=O)NCc2ccccc2)cc1 the results were KLK5 inh -11.5, m-calpain inh -9.3, Furin inhibitor -13.6, Rad51 HR inh 6.1, Cl transport mod 0.0015, FXIIa inh 10.1, PERK inh -0.1, Thrombin inh 0.5 and FXIa inh 1536 -0.9.
Screening CCc1cc(C(=O)NNC(=S)Nc2cc(C)ccc2C)cs1 returned KLK5 inh -75.3, m-calpain inh -15.7, Furin inhibitor -18.2[20 µM], Rad51 HR inh 1.6, Cl transport mod 10.2*, FXIIa inh 18.6, PERK inh -0.1, Thrombin inh 4.8 and FXIa inh 1536 9.0.
`COc1cc(/C=C2/SC(=S)N(c3ccccc3)C2=O)ccc1Oc1nc(N2CCOCC2)nc(N2CCOCC2)n1` gave KLK5 inh -27.4, m-calpain inh -46.0, Furin inhibitor -15.0, Cl transport mod -0.602, FXIIa inh 9.7, PERK inh 0.6, Thrombin inh -4.7 and FXIa inh 1536 5.2.
CNC(=O)Nc1cc(C(C)(C)C)no1 was read as KLK5 inh -13.4, m-calpain inh -31.8, Furin inhibitor -16.0, Rad51 HR inh -0.6, Cl transport mod 0.521, FXIIa inh 5.2, PERK inh 1.9, Thrombin inh 4.1 and FXIa inh 1536 -4.2.
Cc1cc2nc(CCN(C(=S)NCC3CCCO3)C3CCCC3)[nH]c2cc1C (stereo unspecified) was read as KLK5 inh -4.1, m-calpain inh 19.7, Furin inhibitor -26.5, Rad51 HR inh 14.1, Cl transport mod -3.74, FXIIa inh 2.3, PERK inh -0.2, Thrombin inh -5.0 and FXIa inh 1536 -3.1.
O=C(O)C1CCN1C1CCCCC1 (stereo unspecified) was read as KLK5 inh -27.1, m-calpain inh -37.9, Furin inhibitor -23.5, Rad51 HR inh -3.8, Cl transport mod -0.359, FXIIa inh 7.2, PERK inh 0.4, Thrombin inh -1.0 and FXIa inh 1536 0.0.
`Cc1ccc(NC(=O)CN(C)C(=O)c2cc3ccccc3o2)cc1` gave KLK5 inh 3.0, m-calpain inh -27.8, Furin inhibitor -20.4, Rad51 HR inh 2.5, Cl transport mod 0.634, FXIIa inh 6.2, PERK inh 1.1, Thrombin inh 1.7 and FXIa inh 1536 7.2.
Screening Cc1c(NC(=O)Cn2[nH]c(=O)c3ccccc3c2=O)c(=O)n(-c2ccccc2)n1C returned KLK5 inh -1.0, m-calpain inh 3.6, Furin inhibitor -9.7[20 µM], Rad51 HR inh -2.0, FXIIa inh 30.3, PERK inh -0.1, Thrombin inh 0.5 and FXIa inh 1536 13.4.
For Cc1ccc(-n2ncc3c(=O)n(-c4ccc(C)c(C)c4)c(C)nc32)cc1 the results were KLK5 inh -12.8, m-calpain inh -13.6, Furin inhibitor -8.5, Rad51 HR inh -0.4, Cl transport mod 0.0907, FXIIa inh -13.0, PERK inh 0.3, Thrombin inh -10.9 and FXIa inh 1536 -7.8.

3 entries from above, arranged by molecular weight, high to low.
`COc1cc(/C=C2/SC(=S)N(c3ccccc3)C2=O)ccc1Oc1nc(N2CCOCC2)nc(N2CCOCC2)n1` gave KLK5 inh -27.4, m-calpain inh -46.0, Furin inhibitor -15.0, Cl transport mod -0.602, FXIIa inh 9.7, PERK inh 0.6, Thrombin inh -4.7 and FXIa inh 1536 5.2.
`Cc1ccc(NC(=O)CN(C)C(=O)c2cc3ccccc3o2)cc1` gave KLK5 inh 3.0, m-calpain inh -27.8, Furin inhibitor -20.4, Rad51 HR inh 2.5, Cl transport mod 0.634, FXIIa inh 6.2, PERK inh 1.1, Thrombin inh 1.7 and FXIa inh 1536 7.2.
CNC(=O)Nc1cc(C(C)(C)C)no1 was read as KLK5 inh -13.4, m-calpain inh -31.8, Furin inhibitor -16.0, Rad51 HR inh -0.6, Cl transport mod 0.521, FXIIa inh 5.2, PERK inh 1.9, Thrombin inh 4.1 and FXIa inh 1536 -4.2.

A portion of the library; count on the stated rates, not on these rows.
